RXFP1 agonist: agonists of human relaxin receptor RXFP1; actives 0.3% (n = 370,000); Potency, µM (top dose mostly 57.5 µM), without a hit: top-dose activation, usual class: activators; Q9HBX9; HEK293T-RXFP1 cAMP TR-FRET, 30 min; response scale: percent of porcine relaxin response, buffer zero; active = well fitted activation curve with a large enough effect; inconclusive = small, poorly fitted or top-dose-only effect; note: nearly all actives have a fitted effect of over 60% in size; many of its hits are not listed in these tables
Target sequence (Q9HBX9 whole entry, looked up): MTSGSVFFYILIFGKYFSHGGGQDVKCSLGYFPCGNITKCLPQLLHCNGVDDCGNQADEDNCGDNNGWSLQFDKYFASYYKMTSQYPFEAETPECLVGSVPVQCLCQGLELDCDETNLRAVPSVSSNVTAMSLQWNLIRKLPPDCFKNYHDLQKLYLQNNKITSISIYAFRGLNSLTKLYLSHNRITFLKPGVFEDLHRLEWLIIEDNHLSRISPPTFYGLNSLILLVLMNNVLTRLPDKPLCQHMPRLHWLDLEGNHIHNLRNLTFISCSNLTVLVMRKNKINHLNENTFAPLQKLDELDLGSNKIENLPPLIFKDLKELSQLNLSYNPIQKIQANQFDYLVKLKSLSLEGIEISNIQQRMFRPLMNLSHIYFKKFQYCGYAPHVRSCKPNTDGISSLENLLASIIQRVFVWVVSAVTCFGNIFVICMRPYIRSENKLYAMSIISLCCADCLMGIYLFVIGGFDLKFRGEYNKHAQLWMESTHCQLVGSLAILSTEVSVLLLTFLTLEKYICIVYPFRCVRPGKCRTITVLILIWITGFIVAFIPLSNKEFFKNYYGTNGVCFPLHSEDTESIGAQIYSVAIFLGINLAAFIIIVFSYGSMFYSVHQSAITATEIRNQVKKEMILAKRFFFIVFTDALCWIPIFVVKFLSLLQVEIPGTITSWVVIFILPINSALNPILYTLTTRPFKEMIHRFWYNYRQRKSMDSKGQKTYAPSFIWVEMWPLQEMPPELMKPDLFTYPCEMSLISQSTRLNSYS
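cAMP rise read by TR-FRET after 30 min, 37C compound exposure (up to 58 uM) in RXFP1-transfected HEK293 cells with Ro 20174 present. EC50 from Hill-equation fits, with 29 nM porcine relaxin as 100% and buffer as basal.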
An asterisk follows results filed as active; ? = inconclusive; & = joins results of further samples; [ ] = remark or other dose. % is set by controls: 0 for no effect and ±100 for the full control effect; potency is the fitted concentration of half-maximal effect. Not all compounds are listed. The share of hits here may be higher or lower than overall.

entry	structure	RXFP1 agonist
1	CC(=O)Nc1ccc(S(=O)(=O)NCC2CCC(C(=O)NC(C)c3ccc4c(c3)OCCO4)CC2)cc1 (configuration not stated)	-1.3%
2	COc1ccccc1N=C1SC(C)CN1C(=O)C1CCC1 (configuration not stated)	-1.7%
3	CCCCc1ccc(/C=C2\C(=O)c3ccccc3C(O)=C2C(=O)OCC)cc1	1.7%
4	CCCOc1ccc(N2C(=O)CC(N3CCC(c4nc5ccccc5o4)CC3)C2=O)cc1 (configuration not stated)	1.5%
5	CCc1ccc2c(c1)C1(NN=C(c3cccc4ccccc34)S1)C(=O)N2 (configuration not stated)	1.4%
6	O=S(=O)(/N=C/c1c(O)ccc2ccccc12)c1cccs1	-0.6%
7	Cc1ccc(-c2nsc3c(N4CCN(C(=O)c5ccco5)CC4)ncnc23)cc1	8.9%
8	Cc1nc(NC(=O)c2ccccc2)sc1-c1csc(Nc2ccc(Cl)cc2)n1	0.8%
9	CC(C)C(=O)c1cc2c(cc1NC(=O)Nc1cccc3ccccc13)OCCO2	-1.7%
10	COc1ccc(NCc2ccc(OC)c(OC)c2)cc1	0.0%
11	O=C1CC(c2ccc(Cl)c(Cl)c2)CC(O)=C1C=NCCN1CCNCC1 (configuration not stated)	0.7%
12	C#CCOCCOCCOCCNc1nc(N2CCN(C(=O)[C@H]([C@@H](C)CC)n3cc([C@@H](N)CC(C)C)nn3)CC2)nc(N2CCN(C(=O)[C@H](Cc3cc4ccccc4[nH]3)n3cc([C@@H](N)CC(C)C)nn3)CC2)n1	4.9%
13	COc1ccc(-c2nn(-c3ccccc3)cc2/C=N/NC(=O)c2ccc3c(c2)OCO3)cc1	-2.4%
14	CCc1nnc(NC(=O)c2c(O)c3cccc4c3n(c2=O)CC4)s1	-0.1%
15	Cc1nnc(NC(=O)c2csc3c2CCCC3)s1	-0.8%
16	O=C(O)c1ccc2c(c1)C(=O)N([C@H](Cc1ccc3ccccc3c1)C(=O)O)C2=O	-0.6%
17	N/C(=N\c1nc(CSc2nnnn2-c2ccccc2)cc(=O)[nH]1)Nc1ccccc1	2.5%
18	Cc1cc(C)nc(N(C#N)S(=O)(=O)c2ccc(Br)cc2)n1	1.1%
19	Cn1c(=O)c2c(nc(SCc3cc4c(cc3Cl)OCO4)n2C)n(C)c1=O	-2.1%
20	CSc1ccc(S(=O)(=O)Nc2cccc(F)c2)cc1	2.3%
21	COc1ccc(CCNC(=O)CSc2nnc(-c3ccco3)c(-c3ccco3)n2)cc1OC	0.2%
22	CCOCCn1c(CN2CCC(C)CC2)nc2c1c(=O)n(C)c(=O)n2C	-0.1%
23	COc1ccc(-c2nc(CC(=O)O)cs2)cc1OC	2.9%
24	CC(C)CCn1c(N2CCN(Cc3ccccc3)CC2)nc2c1c(=O)[nH]c(=O)n2C	2.1%
25	CCS(=O)(=O)NCc1ccc2[nH]c3c(c2c1)CCCC3	-0.1%
26	O=C(O)c1ccccc1-n1ncc2c1/C(=C/c1ccc(Cl)cc1)CC2	5.6%
27	CC[C@H](C)[C@@H](C(=O)NCCCCCCCCCCC(=O)N1CCN(C(=O)OC(C)(C)C)CC1)n1cc(CCCCN=C(NC(=O)OC(C)(C)C)NC(=O)OC(C)(C)C)nn1	-0.5%
28	O=C1CCCC(=O)N1c1ccc(N2CCN(c3ccc([N+](=O)[O-])cc3)CC2)c([N+](=O)[O-])c1	0.6%
29	COc1ccc(N2CCN(c3nc(Nc4ccc(F)cc4)nc(OC)n3)CC2)cc1	1.8%
30	CCOC(=O)c1sc(NC(=O)c2cc3c(C)nn(-c4ccccc4)c3s2)nc1C	1.4%
31	Cc1cnc(SCCc2ccncc2)nc1C	3.4%
32	CCOC(=O)c1[nH]c2ccc(OC)cc2c1NC(=O)CN1CCN(c2ccccn2)CC1	-4.2%
33	CC(C)Sc1nc(-c2cccs2)nc2c1c(=O)n(C)c(=O)n2C	3.2%
34	Cc1c(Cl)cccc1NC(=O)C1CCCCC1	3.4%
35	c1ccc2nc3c(nc2c1)sc1nc2ccccc2n13	9.6%
36	O=P(O)(CN1CCCCCC1)CN1CCCCCC1	-0.4%
37	COc1ccc(Nc2cc(C(=O)NCc3ccco3)c3ccccc3n2)cc1	2.7%
38	Cc1cc(NC(=O)CSc2ncnc3sc4c(c23)CCC(C)C4)no1 (configuration not stated)	4.9%
39	Cc1ccc(S(=O)(=O)N2CCOCC2)cc1C(=O)OCC(=O)N1c2ccccc2NC(=O)C1(C)C	-2.0%
40	O=C(CCC(=O)N(CC(=O)NC1CCCCC1)c1ccc2c(c1)OCCO2)Nc1ccccn1	-1.3%
41	COc1cc(/C=C(\C#N)C(=O)Nc2cccc3ncccc23)ccc1O	0.0%
42	O=C(C(=O)N1CCc2ccccc2C1)N1CCc2ccccc2C1	2.5%
43	Nc1ccc(Nc2cc(O)c3ncccc3c2)cc1	-1.2%
44	O=C(COC(=O)/C=C/c1ccc(Br)o1)Nc1ccccc1F	10.9%
45	COc1cc(OC)c(-c2nnc3n(CCc4ccccc4)c(=O)c4ccccc4n23)cc1OC	-0.6%
46	CC12CC(NC(=O)N1c1ccc(C(=O)N3CCN(c4ccccn4)CC3)cc1)c1ccccc1O2 (configuration not stated)	-0.5%
47	COc1ccc(CN2C(=O)C(Cc3ccccc3)Nc3ncnc(N4CCc5ccccc5C4)c32)cc1 (configuration not stated)	1.7%
48	C#CCOCCOCCOCCNc1nc(N2CCN(C(=O)[C@H]([C@@H](C)CC)n3cc([C@@H](N)CO)nn3)CC2)nc(N2CCN(C(=O)[C@H](Cc3cc4ccccc4[nH]3)n3cc([C@@H](N)Cc4ccc(O)cc4)nn3)CC2)n1	3.2%
49	c1ccc(-c2nc(Sc3ncnc4c3cnn4-c3ccccc3)n[nH]2)cc1	1.5%
50	CCN1C(=S)SC(=O)C1=C1C=C(C)N(CCOC)C(C)=C1	-4.2%
51	C#CCOCCOCCOCCNc1nc(N2CCN(C(=O)[C@H]([C@@H](C)CC)n3cc([C@@H](N)Cc4ccc(O)cc4)nn3)CC2)nc(N2CCN(C(=O)[C@H](CCCCN)n3cc([C@@H](N)CO)nn3)CC2)n1	0.6%
52	COc1cc(NC(=O)c2cccnc2)ccc1-c1cc2ccccc2oc1=O	-1.3%
53	CC(C)OC(=O)c1c2nc3ccccc3nc2n2c1[nH]c(=O)c1ccccc12	6.2%
54	Cc1ccc(Cl)c(NC(=O)CN2CCN(C=O)CC2)c1	-1.6%
55	CSc1nc(NCCCN(C)C)c2c3c(sc2n1)CN(C)CC3	?
56	Cc1ccc2[nH]c(=O)c(CN(Cc3ccco3)C(=O)c3cccs3)cc2c1	-1.2%
57	Cc1cc(C)n2nc(SCc3nnc(-c4ccc(F)cc4)o3)nc2n1	9.0%
58	CCN1C(=NCc2cc(OC)c(OC)c(OC)c2)N[C@@H](c2ccccc2)[C@H](C(=O)OC)[C@H]1C	-1.0%&0.2%
59	O=C(O)C1C2CCC(O2)C1C(=O)Nc1cccc(F)c1 (configuration not stated)	0.2%
60	CN(C)CC(O)COc1ccc(-c2ccc(C#N)cc2)cc1 (configuration not stated)	-1.4%

6 entries already listed, arranged by the number in RXFP1 agonist, largest number first:
entry	structure	RXFP1 agonist
53	CC(C)OC(=O)c1c2nc3ccccc3nc2n2c1[nH]c(=O)c1ccccc12	6.2%
23	COc1ccc(-c2nc(CC(=O)O)cs2)cc1OC	2.9%
20	CSc1ccc(S(=O)(=O)Nc2cccc(F)c2)cc1	2.3%
47	COc1ccc(CN2C(=O)C(Cc3ccccc3)Nc3ncnc(N4CCc5ccccc5C4)c32)cc1 (configuration not stated)	1.7%
11	O=C1CC(c2ccc(Cl)c(Cl)c2)CC(O)=C1C=NCCN1CCNCC1 (configuration not stated)	0.7%
15	Cc1nnc(NC(=O)c2csc3c2CCCC3)s1	-0.8%

The listing continues:
entry	structure	RXFP1 agonist
61	Cc1ccc(/C(C#N)=C\c2cn(C)c3ccccc23)cc1	1.3%
62	COCCNC(=O)C(c1ccc(C)cc1)N(C(=O)CCC(=O)Nc1ccccn1)C1CCCC1 (configuration not stated)	1.8%
63	c1cc(-c2nc3cc(Cc4ccc5oc(-c6ccncc6)nc5c4)ccc3o2)ccn1	-0.7%
64	CSc1ccccc1OCc1cc(C(=O)N2CCC(Oc3cccnc3)CC2)no1	-0.1%
65	O=C(c1n[nH]c2c1CCCC2)n1ccnc1	0.2%
66	CC(=O)Nc1cn(C(C)=O)c(C)n1	0.7%
67	Cc1ccccc1OCCNc1cc(N2CCNCC2)ccc1[N+](=O)[O-]	0.8%
68	CCn1cnc2sc(C(=O)N3CCN(Cc4ccc5c(c4)OCO5)CC3)c(C)c2c1=O	4.0%
69	Cc1nc(SCn2nnc3ccccc3c2=O)c2c(C)c(C)sc2n1	0.6%
70	N#Cc1cc2c(N)c(C(=O)Nc3ccccc3)sc2nc1N	2.9%
71	Cc1cccc2cc(CN(CC3CCCO3)S(=O)(=O)c3ccccc3)c3nnnn3c12 (configuration not stated)	0.3%
72	Cc1nc2n(n1)C(O)c1cc([N+](=O)[O-])ccc1S2 (configuration not stated)	5.2%
73	COc1ccc(O[C@H]2C=C[C@@H](c3ccccc3)O[C@@H]2COC(=O)CC/C(C)=N/O[C@H](C)c2cn([C@@H]3COC[C@H]3O)nn2)cc1	-0.2%
74	COC(=O)c1c(C)[nH]c(C(=O)N2CCN(c3ccc(OC)cc3)CC2)c1C	0.2%
75	Cc1cccc(C[C@H](C(=O)O)N2C(=O)c3ccc(C(=O)O)cc3C2=O)c1	2.0%
76	C=CCn1c2ccccc2c(=O)c2cc(C#Cc3ccsc3)ccc21	14.8%
77	CCOC(=O)C(CC)(CCC(=O)OC)c1csc(Nc2ccccc2O)n1 (configuration not stated)	3.9%
78	O=C(O)c1ccc(-c2ccc(-c3ccccc3)cc2)s1	-3.5%
79	CCN(CC)S(=O)(=O)c1ccc(NC(=O)c2nc3nc(C)cc(C)n3n2)cc1	3.5%
80	C#CCOCCOCCOCCNc1nc(N2CCN(C(=O)CCCCCCCCCCNC(=O)[C@H]([C@@H](C)CC)n3cc(CCCCN=C(N)N)nn3)CC2)nc(N2CCN(C(=O)CCCCCCCCCCNC(=O)[C@H]([C@@H](C)CC)n3cc(CCCCN=C(N)N)nn3)CC2)n1	1.5%
81	Cc1ccc(O)c(/C=N/NC(=O)C2=NNC(c3ccccc3)(c3ccccc3)C2)c1	-2.2%
82	COc1ccc(Br)cc1/C=N/NC(=O)c1cc(Br)ccc1O	2.2%
83	CC(=O)c1c(C)[nH]c(C(=O)OCC(=O)c2c(N)n(C)c(=O)n(C)c2=O)c1C	?
84	C=CCn1cnc2c(c1=O)c1nc3ccccc3nc1n2-c1ccccc1	1.1%
85	O=C(COC(=O)c1cccc([N+](=O)[O-])c1)c1ccc2c(c1)OCO2	0.2%
86	COC(=O)c1ccc(NC(=O)c2cnc3scc(C)n3c2=O)cc1	12.6%
87	COc1ccc(CCN(Cc2cc3cccc(C)c3n3nnnc23)C(=O)c2ccncc2)cc1OC	0.2%
88	C(=N\Nc1nc(N2CCOCC2)nc(N2CCOCC2)n1)/c1ccco1	1.6%
89	Cc1cccc(CN2CCN(CCCc3ccccc3)CC2)c1	-0.8%
90	COC(=O)Nc1ccc(S(=O)(=O)Nc2ccc(C)cc2)cc1	1.8%
91	Cc1ccc2cc(C)c3nnc(SCC(=O)N4CCCc5ccccc54)n3c2c1C	0.9%
92	O=C(O)c1cc(-c2ccccc2)nc2nc(N3CCCCC3)sc12	19.2%
93	COc1ccccc1C(=O)NN1C(=O)/C(=C/c2cccn2C)SC1=S	-9.0%
94	O=C(O)c1ccc(S(=O)(=O)N[C@H](Cc2c[nH]c3ccccc23)C(=O)O)cc1	1.7%
95	O=C1CCc2cc(S(=O)(=O)N3CCC(C(=O)NCc4ccccn4)CC3)ccc2N1	5.6%
96	COC(=O)c1cc(OC)c(OC)cc1NC(=O)c1cnccn1	-1.1%
97	Cc1ccc(-n2[nH]c(C)c(C=Nc3ccc(S(=O)(=O)Nc4nccs4)cc3)c2=O)cc1	0.3%
98	O=C(N/N=C/c1cccs1)c1cccc(NC(=O)c2ccc(Cl)cc2)c1	0.1%
99	C/C(=N/Nc1nc(-c2ccccc2)cc(-c2ccccc2)n1)c1ccc(N)cc1	0.1%
100	Cc1occc1C(=O)N=Nc1c(O)[nH]c2ccc(Br)cc12	0.0%
101	CCc1nnc(NS(=O)(=O)c2ccc(NC(=O)c3cc4ccccc4oc3=O)cc2)s1	1.8%
102	COc1cc(NC(=O)c2ccccc2-c2ccccc2)cc(OC)c1OC	-1.2%
103	COc1ccccc1NC(=O)CN(Cc1ccco1)C(=O)c1cc2ccccc2o1	2.0%
104	COc1ccc([C@]23Cc4cc(OC)c(OC)cc4C(O2)c2c(cc(C)oc2=O)O3)cc1	0.5%[11.5 µM]
105	CCOc1ccc(N2CCn3c2nc2c3c(=O)n(CCc3ccccc3)c(=O)n2C)cc1	-0.3%
106	Cc1cc(NS(=O)(=O)c2ccc(NC(=O)c3cc4ccccc4o3)cc2)no1	-0.8%
107	Fc1ccc(N2CCN(Cc3c[nH]c4ccccc34)CC2)cc1	2.2%
108	O=C(Nc1ccc(C2=NCCN2)cc1)c1ccc(Cl)c(C(=O)Nc2ccc(C3=NCCN3)cc2)c1	0.3%
109	O=C1C(Cc2ccccc2)Nc2ncnc(N3CCc4ccccc4C3)c2N1Cc1ccc(Br)cc1 (configuration not stated)	1.0%
110	CCOC(=O)c1ccc(NC(=O)c2c(O)c3ccccc3n(C)c2=O)cc1	3.3%
111	CCOc1ccc(N2CCCn3c2nc2c3c(=O)n(CCc3ccccc3)c(=O)n2C)cc1	4.1%
112	O=[N+]([O-])CC(=Nc1ccc(F)cc1)N/N=C\c1oc(O)c2ccccc12	-1.2%
113	CC1CCCC(C)N1/N=C/c1cc(Br)c(O)c(Br)c1 (configuration not stated)	1.7%
